STEP inh: inhibitors of human striatal-enriched phosphatase STEP; recombinant STEP, OMFP fluorogenic substrate, fluorescence; inhibition, % at 20 µM; actives 0.25% (n = 360,000);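 active = inhibition at 20 µM, scaled per plate between control wells, above about 37%, limit read from the data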;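 note: 0% = DMSO with enzyme and substrate and 100% = substrate only without enzyme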
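Also added – OMFP at 25 µM · Test system – STEP tyrosine phosphatase · Technique – FITC-channel fluorescence of OMFP product · Schedule – 20 min at room temperature, dark · Evaluation – control-normalized % inhibition with plate pattern correction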
CSN inh: blocks human CSN-mediated cullin deneddylation; Q92905; Purified CSN, SCF-Nedd8-OG deneddylation, fluorescence polarization; inhibition, % at 12.5 µM; actives 0.38% (n = 360,000); AID 651999;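 active = pattern-corrected inhibition above about 35%, with an unprinted fluorescence ratio check between 0.5 and 1.5, limit read from the data, passing the limit was not always enough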;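 note: 0% = enzyme with substrate and 100% = substrate without enzyme; some results filed as inactive read as strong as hits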
Target sequence (Q92905 whole entry, looked up, one chain of several): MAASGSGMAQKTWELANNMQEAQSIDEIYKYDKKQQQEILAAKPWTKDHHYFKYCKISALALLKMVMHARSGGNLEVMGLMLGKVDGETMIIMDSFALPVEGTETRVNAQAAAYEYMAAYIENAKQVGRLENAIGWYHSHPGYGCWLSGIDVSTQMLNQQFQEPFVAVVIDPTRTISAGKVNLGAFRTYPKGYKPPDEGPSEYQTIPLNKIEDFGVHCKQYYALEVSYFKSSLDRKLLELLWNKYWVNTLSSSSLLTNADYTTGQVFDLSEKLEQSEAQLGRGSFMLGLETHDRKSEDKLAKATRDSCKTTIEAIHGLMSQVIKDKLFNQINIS
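test system = HEK293T-derived human Csn5 enzyme | amount = 0.24 nM Csn5 enzyme, final concentration | medium = Tris/NaCl/DTT buffer, pH 7.5 | schedule = 90 min reaction at room temperature | signal = FP | evaluation = inhibition of Csn5 cleavage, % | compound dosing = single dose of 12.5 µM compound with 0.25% DMSO | probe or stimulus = 10 nM SCFSkp2-Nedd8OG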
Rin1 Abl inh: inhibitors of human Rin1-Abl protein interaction; P00519+Q13671; TR-FRET Rin1/Abl binding, biochemical; inhibition, % at 7.35 µM; actives 0.4% (n = 360,000); in the data active = inhibition above about 5%, passing the limit was not always enough
LMPTP block: LMPTP (human) inhibition; P24666; recombinant LMPTP-A, OMFP fluorogenic substrate, fluorescence intensity; inhibition, % at 20 µM; actives 0.22% (n = 360,000);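 active = compounds that cut the enzyme signal by at least half of the control window in the single-dose screen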;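 note: plate controls were DMSO wells with enzyme plus substrate for no effect and substrate without enzyme for full effect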
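Test system: LMPTP-A phosphatase enzyme. Amount: LMPTP-A at 0.625 nM final in the reaction. Reagent: OMFP substrate, 400 µM final. Times: 50 min at room temperature. Signal: endpoint fluorescence intensity from OMFP dephosphorylation. Read-out basis: % inhibition. Benchmarks: no-enzyme and uninhibited controls.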
Neddylation inh: inhibitors of human cullin neddylation; P61081+Q13564; TR-FRET cullin neddylation, biochemical; calls only at 25 µM; actives 0.58% (n = 360,000); in the data active = inhibition above about 36%
Target sequence (P61081 whole entry, looked up): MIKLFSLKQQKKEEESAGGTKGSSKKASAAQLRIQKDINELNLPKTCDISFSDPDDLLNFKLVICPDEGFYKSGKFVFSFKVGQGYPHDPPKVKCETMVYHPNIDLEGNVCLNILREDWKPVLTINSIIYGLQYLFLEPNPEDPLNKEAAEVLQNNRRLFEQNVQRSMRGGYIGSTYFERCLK
Target sequence (Q13564 whole entry, looked up): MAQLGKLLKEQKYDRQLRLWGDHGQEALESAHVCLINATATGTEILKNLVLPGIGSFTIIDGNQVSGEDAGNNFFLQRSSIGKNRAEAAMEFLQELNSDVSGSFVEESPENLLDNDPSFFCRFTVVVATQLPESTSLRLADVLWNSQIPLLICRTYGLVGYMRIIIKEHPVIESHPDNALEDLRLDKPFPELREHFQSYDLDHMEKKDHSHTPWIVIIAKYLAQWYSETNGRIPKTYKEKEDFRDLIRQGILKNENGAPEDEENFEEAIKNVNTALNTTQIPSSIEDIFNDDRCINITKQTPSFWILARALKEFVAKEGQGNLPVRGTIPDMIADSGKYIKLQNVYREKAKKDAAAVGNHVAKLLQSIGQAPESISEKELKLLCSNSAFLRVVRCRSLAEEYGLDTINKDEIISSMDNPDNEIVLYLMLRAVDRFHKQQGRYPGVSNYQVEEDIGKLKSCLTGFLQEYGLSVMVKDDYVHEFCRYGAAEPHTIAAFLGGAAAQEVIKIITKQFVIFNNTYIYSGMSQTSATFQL
Rpn11 block: inhibitors of human proteasome Rpn11 | calls only at 20 µM | human 26S proteasome, Ub4-pepOG fluorescence polarization; 20S core pre-blocked with epoxomicin | actives 0.59% (n = 360,000) | O00487;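 active = inhibition at 20 µM, scaled to each plate's controls, above about 33%, limit read from the data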
Scp-1 inhibitor: Scp-1 (human) phosphatase inhibition. Q9GZU7. Recombinant Scp1, phosphopeptide, malachite green phosphate absorbance. inhibition, % at 20 µM. actives 0.88% (n = 340,000);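 active = inhibition above about 50% at 20 µM, limit read from the data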;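 note: plate controls were DMSO wells with enzyme for no effect and wells lacking enzyme for full effect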
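assay system = SCP-1 phosphatase catalytic domain, residues 76-261 | buffer or medium = 50 mM Tris acetate pH 5.5, 0.005% Tween-20, 10 mM MgCl2 | incubation = enzyme reaction 45 min at room temperature, colour 5 min, stabilisation 30 min | signal = Phosphate-binding colour reagent, absorbance read at 630 nm | measure = % inhibition at 20 µM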
NadD inh: inhibitors of Staphylococcus aureus NadD; inhibition, % at 20 µM; actives 0.78% (n = 360,000); purified NadD enzyme, colorimetric absorbance read-out; in the data active = inhibition above about 26%; note: some compounds past the cut are filed as inactive
DNMT1 block: inhibitors of human DNMT1. DNMT1 molecular beacon, Hinp1I cleavage, fluorescence. AID 588458. actives 0.83% (n = 360,000). inhibition (reported as % activation of signal), % at 10 µM. P26358; in the data active = inhibition above about 50%
SUMO1 PPI mod: alters human SUMO1 binding to SIM partners; P63165; SUMO1 binding to a labelled peptide, TR-FRET, 1 h; inhibition, % at 20 µM; actives 0.33% (n = 360,000); in the data active = inhibition above about 37%
* hit, by the source's call; i = inactive; . = not tested or not shown; + = active, no number.

SMILES | STEP inh | CSN inh | Rin1 Abl inh | LMPTP block | Neddylation inh | Rpn11 block | Scp-1 inhibitor | NadD inh | DNMT1 block | SUMO1 PPI mod
CC(=O)Nc1nnc(Cc2c[nH]c3ccccc23)s1 | 3 | 4 | 2 | -0.8 | i | i | -12 | -3 | -1 | -1
Cc1cccc(-c2cc3nc(C)cc(NCCCN(C)C)n3n2)c1 | -1 | 1 | 0 | 3.6 | . | i | -6 | -10 | -3 | -1
Nc1c(C(=O)CSc2nnc(-c3ccccc3)o2)c(=O)[nH]c(=O)n1C1CC1 | -4 | 1 | 2 | -0.1 | i | i | -5 | 4 | 11 | 2
COCCN(C(=O)c1cc(CN2C(=O)c3ccccc3C2=O)ccc1OC)c1c(N)n(CC(C)C)c(=O)[nH]c1=O | 3 | 4 | 3 | -0.3 | i | i | -4 | -4 | 4 | -3
CC(=O)/C=C(\C)Nc1ccccc1O | -2 | 2 | -2 | -0.3 | i | i | -11 | -2 | 2 | -7
COc1ccc(/C=N/NC(=O)c2nonc2N)cc1OC | -1 | 2 | 1 | -3.0 | i | i | -3 | -5 | 0 | -8
O=C(OCn1nnc2ccccc2c1=O)c1cc(-c2ccccc2Cl)nc2ccccc12 | 1 | 5 | 2 | 2.9 | i | i | -10 | 4 | -6 | -1
COC(=O)c1cc(COC(=O)c2ccc(OC)c(S(=O)(=O)N3CCCC3)c2)oc1C | -3 | -2 | 4 | -1.6 | i | i | 0 | -21 | 0 | 3
CCc1ccc(-c2ccc(SCC(=O)Nc3nnc(C)s3)nn2)cc1 | 0 | -3 | -5 | 0.0 | i | i | 6 | 2 | 1 | 4
Clc1cc(Cl)c2nc(N3CCOCC3)sc2c1 | 2 | -3 | 1 | 0.9 | i | i | -7 | -3 | -4 | -1
COCc1cc(C)nc(SCC(=O)Nc2ccc3c(c2)OCO3)c1C#N | 1 | -5 | -2 | -0.1 | i | i | -7 | -9 | -4 | -3
COc1cc2c(cc1OC)-c1cc(NC3CCCC3)nc(=O)n1CC2 | 2 | -3 | -6 | -1.6 | + | i | -5 | 8 | -2 | 13
Cc1ccsc1C(=O)OCC(=O)NCc1ccco1 | -4 | 11 | 2 | -1.1 | i | i | -14 | 1 | 3 | -2
O=C(NNC(=O)c1ccc2ccccc2c1)c1cccc(Br)c1 | 7 | -1 | 2 | 12 | i | i | 36 | 2 | 16 | 38
COCc1n[nH]c(=S)n1-c1cccc2ccccc12 | 2 | 2 | -3 | -1.1 | i | i | -3 | -3 | -1 | -1
Cc1nc(-c2cccnc2)sc1C(=O)N/N=C/c1ccccc1Cl | 8 | -6 | -3 | 1.9 | . | i | -2 | -1 | 4 | -4
CC(=O)NCC(=O)N(Cc1ccco1)C1(C(=O)NC2CCCCC2)CCCCC1 | -3 | -7 | 5 | -1.7 | i | i | -6 | -4 | 3 | -4
CCCC[C@@H]1CNCCN1CCc1cccc(F)c1 | -2 | 5 | 0 | 0.1 | i | i | 5 | -2 | 1 | -1
COc1ccc(CCNS(=O)(=O)c2cn(C)c(=O)n(C)c2=O)cc1OC | 1 | 4 | 3 | -1.8 | i | i | -12 | -6 | 4 | -2
CCCCC(=O)Nc1nnc(C)s1 | -2 | 1 | 0 | -0.4 | i | i | 7 | 4 | 0 | 1
COc1ccc(NC(=O)CC2SC(N)=NC2=O)c([N+](=O)[O-])c1 (centres undefined) | 0 | -1 | 2 | -1.5 | i | i | 1 | -2 | -1 | -18
COc1ccc(OCCC(=O)OCC(=O)NCc2ccccc2OC)cc1 | -2 | 5 | 2 | -0.9 | i | i | -7 | 0 | 1 | 7
CC(NC(=O)COC(=O)C1(C)CC1(Cl)Cl)c1ccccc1 (centres undefined) | -5 | 0 | 3 | -0.4 | i | i | 5 | 4 | 1 | 3
Cc1nn2c(-c3ccccn3)ccnc2c1Cl | -4 | 4 | -1 | 4.8 | i | i | -5 | -5 | -1 | -12
CCC(C(=O)Nc1ccc(OC)c(Cl)c1)c1ccccc1 (centres undefined) | -3 | -6 | 1 | 0.9 | i | i | -10 | -10 | -11 | -2
CC(=O)c1ccc(NC(=O)COC(=O)c2c3c(nc4ccccc24)/C(=C\c2cccs2)CCC3)cc1 | 0 | 0 | -1 | 4.6 | i | i | 6 | 27* | -21 | 0
C/C=C(\C)C(=O)N1CC2(CC(c3cccc(NC(=O)COc4ccc(Cl)cc4)c3)=NO2)C[C@@H]1C(N)=O (some centres undefined) | 1 | -2 | 3 | 0.1 | i | i | 2 | 8 | 7 | -6
COc1ccc(CCNS(=O)(=O)c2cc3c(cc2C)NC(=O)CO3)cc1OC | -3 | 0 | 0 | 0.4 | i | i | -7 | -4 | 1 | 2
O=C(COC(=O)CCCNC(=O)c1ccc(Cl)cc1)Nc1cc(Cl)ccc1Cl | -2 | -3 | 4 | -0.2 | i | i | -4 | -4 | 0 | 0
Cc1ccc(C(=O)O/N=C\c2ccc(N3CCCCC3)c([N+](=O)[O-])c2)cc1 | 9 | -7 | 3 | 3.8 | i | i | -8 | 1 | -4 | -8
Cc1ccccc1Nc1nc(-c2sc(NC(=O)c3ccco3)nc2C)cs1 | -3 | 11 | 2 | 0.9 | i | i | -4 | 32* | -28 | 9
Cc1cc(C(=O)N/N=C/c2cc(N=Nc3ccccc3)ccc2O)n[nH]1 | 6 | 27 | -2 | 6.0 | i | i | 64* | 8 | 5 | -6
CCOc1ccccc1NC(=O)Cn1c(=O)oc2ccccc21 | -5 | 1 | 1 | -0.9 | i | i | -3 | -4 | 0 | -1
O=C(Nn1c(C2CCCCC2)nc2ccccc2c1=O)c1cc(Cl)ccc1[N+](=O)[O-] | 1 | 1 | -1 | 0.6 | i | i | -5 | -2 | -1 | 0
C=CCn1c(C)cc(C2=NNC(=NCc3ccccc3)SC2)c1C | -3 | -7 | 1 | 0.2 | i | i | -2 | 7 | -4 | -1
Fc1ccccc1NC(=S)NCc1ccc(Cl)cc1 | 0 | -3 | 0 | -2.4 | i | i | 0 | -2 | 18 | 5
Cc1nc(SCC(=O)NC2CCS(=O)(=O)C2)c(C#N)c(C)c1C (centres undefined) | 0 | -1 | 0 | -2.1 | i | i | -8 | 8 | 0 | -1
O=C1CC(c2ccccc2)Oc2ccc(Cl)cc21 (centres undefined) | 0 | 3 | 4 | -1.6 | i | i | -13 | -12 | 6 | 3
O=C1CCn2c1c(O)c1ccccc1c2=O | 5 | 1 | 4 | 2.6 | . | i | 12 | 3 | 4 | 5
O=[N+]([O-])c1ccccc1/C=N\N1CCN(c2ccccc2)CC1 | 5 | 0 | -2 | 0.8 | i | i | -1 | 10 | 0 | -23
C/C=C/c1ccc(OCCCNCC(C)O)c(OC)c1 (centres undefined) | 0 | -1 | 2 | -2.1 | i | i | -4 | -3 | -11 | -7
C=CCn1c(=S)[nH]c2sc3c(c2c1=O)CCCC3 | 2 | -2 | -5 | -0.9 | i | i | 5 | 0 | 0 | 5
Cc1ccccc1Cn1nnc(C(=O)Nc2cccc(C)c2C)c1N | 0 | 1 | -3 | 0.2 | i | i | -14 | -11 | 0 | -2
O=C(CSc1nc2c(c(=O)n1-c1ccc(Br)cc1)SCC2)NCc1ccco1 | 0 | -1 | 1 | -1.4 | i | i | 3 | 2 | 3 | -15
COc1ccc(S(=O)(=O)Nc2ccc(S(=O)(=O)Nc3nc(C)cc(C)n3)cc2)cc1OC | -1 | -1 | -2 | 0.2 | i | i | -4 | 0 | 0 | 5
CN(C)C(CNC(=O)c1ccc(C2SCCS2)cc1)c1ccccc1 (centres undefined) | 1 | 3 | -1 | -2.0 | i | i | 1 | -9 | 6 | 16
COc1ccc(C(O)P(=O)(OCCC(C)C)c2ccc(N(C)C)cc2)cc1 (centres undefined) | -3 | 1 | 1 | 0.3 | i | i | 15 | -5 | 1 | 0
CCS(=O)(=O)c1nc(S(=O)(=O)c2ccc(C)cc2)c(N2CCOCC2)s1 | -1 | -5 | 1 | -1.2 | i | i | 1 | -5 | -2 | -1
COc1cc(/C=C/C(=O)OCC(=O)N(C)Cc2ccccc2)ccc1O | -3 | -1 | 2 | -0.5 | i | i | -4 | 3 | -1 | -28
O=C(N/N=C/c1ccc(O)cc1)c1csc2ccccc12 | 2 | 5 | -4 | 0.6 | i | i | 3 | 4 | -3 | -3

The listing continues:
SMILES | STEP inh | CSN inh | Rin1 Abl inh | LMPTP block | Neddylation inh | Rpn11 block | Scp-1 inhibitor | NadD inh | DNMT1 block | SUMO1 PPI mod
C=CCc1cccc(/C=N/NC(=O)c2ccccc2Br)c1O | 2 | 9 | 1 | 3.3 | i | i | -3 | 7 | 0 | -1
C=CCNC(=O)Cc1c(OC)ccc2cc(Br)ccc12 | -5 | 0 | -11 | 0.7 | i | i | -1 | -1 | 5 | -10
Brc1ccccc1-c1nc2c3ccccc3ncn2n1 | 2 | 2 | 3 | 1.5 | i | i | -6 | 1 | -4 | 26
O=C(NNC(=O)C1CCC1)c1ccccc1F | 2 | -9 | -1 | -0.3 | i | i | -10 | 4 | 1 | 1
CCOC(=O)c1cnc(-n2nc(C)cc2C)nc1NC1CCCCC1 | 2 | -1 | -1 | 3.7 | i | i | 3 | 4 | -2 | -2
N#CC1(NC(=O)CSc2nnc3n2CCCCC3)CCCCC1 | -2 | 0 | 0 | -1.2 | i | i | -8 | -3 | 3 | 1
O=[N+]([O-])c1ccc(NN=CC2CCCCCC2)c([N+](=O)[O-])c1 | . | -8 | . | 0.6 | i | . | . | 12 | . | -11
COc1ccccc1C1C2=C(CC(C)(C)CC2=O)N(CC(=O)O)C2=C1C(=O)CC(C)(C)C2 | 0 | 4 | 3 | -0.7 | i | i | -8 | -9 | 52* | -8

Only Neddylation inh (2 entries from above):
SMILES	Neddylation inh
C=CCNC(=O)Cc1c(OC)ccc2cc(Br)ccc12	i
Brc1ccccc1-c1nc2c3ccccc3ncn2n1	i

Some of the entries so far, comma-delimited.
molecule,STEP inh,CSN inh,Rin1 Abl inh,LMPTP block,Neddylation inh,Rpn11 block,Scp-1 inhibitor,NadD inh,DNMT1 block,SUMO1 PPI mod
C=CCNC(=O)Cc1c(OC)ccc2cc(Br)ccc12,-5,0,-11,0.7,i,i,-1,-1,5,-10
Brc1ccccc1-c1nc2c3ccccc3ncn2n1,2,2,3,1.5,i,i,-6,1,-4,26
O=C(NNC(=O)C1CCC1)c1ccccc1F,2,-9,-1,-0.3,i,i,-10,4,1,1
CCOC(=O)c1cnc(-n2nc(C)cc2C)nc1NC1CCCCC1,2,-1,-1,3.7,i,i,3,4,-2,-2
N#CC1(NC(=O)CSc2nnc3n2CCCCC3)CCCCC1,-2,0,0,-1.2,i,i,-8,-3,3,1

No enrichment for hits; about 3.8% have a hit in one of these screens.
